p53 reactivator = qHTS assay for re-activators of p53 using a Luc reporter | hit rate 0.063% among 320,000 | H1299 p53-A138V BP100-luciferase reporter, luminescence, 24 h | Potency, µM (titrated, usually from 92.2 µM), inactives show top-dose activity change, positive = activation, hits mostly activators; note: potency is the fitted concentration of half-maximal effect; % of control where 0% means no effect; nearly all actives have a fitted effect of over 45% in size
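H1299 (p53-null), stable ts p53-A138V + BP100-Luc; 1000 cells/well, Opti-MEM/10% FBS; cpd 4 pt, 1:5; 24 h, 37 deg C, 5% CO2; detection reagent 10 min RT; luminescence.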
FLuc modulator = qHTS profiling assay for firefly luciferase inhibitor/activator using purifed enzyme and Km concentrations of substrates (counterscreen for miR-21 project). Luciferin 4-monooxygenase (Photinus pyralis), P08659. purified FLuc, Km substrates, luminescence inhibition. hit rate 6.9% among 360,000. Potency, µM (top dose mostly 57.5 µM), for inactives: at the top dose activity change, negative = inhibition, usual class: inhibitors;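 note: potency is the fitted concentration of half-maximal effect; plate controls were vehicle for no effect and reference inhibitor for full effect; nearly all actives have a fitted effect of over 55% in size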
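Purified P. pyralis luciferase, 10 nM final, with Km-level 10 uM D-luciferin and 10 uM ATP in 50 mM Tris acetate pH 7.5, 10 mM Mg acetate, 0.01% Tween-20, 0.05% BSA; 6-point qHTS titration about 60 µM downward; luminescence read.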
NPC1 prom act = qHTS Assay for NPC1 Promoter Activators; Potency, µM (doses to about 9.22 µM), for the others: at the highest dose activation, hits mostly activators; AID 485313, 2010; Huh7 NPC1 promoter luciferase reporter, 24 h; hit rate 2.4% among 320,000;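 note: potency is the fitted concentration of half-maximal effect; % of control where 0% means no effect; nearly all actives have a fitted effect of over 60% in size; reporter is driven by a mutant NPC1 promoter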
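Luminescence from an NPC1 promoter-driven luciferase reporter in stably transfected Huh7 cells was measured after 24 h compound treatment at 37 °C, followed by 10 min ambient incubation with luciferase detection reagent.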
Rab9 promoter act = qHTS Assay for Rab9 Promoter Activators; Huh7 Rab9 promoter-luciferase reporter, luminescence, 24 h; Potency, µM (highest dose often 9.22 µM), for inactives: top-dose activation, negative = inhibition, actives largely listed as activators; hit rate 2.8% among 320,000; note: potency is the fitted concentration of half-maximal effect; % of control where 0% means no effect; nearly all actives have a fitted effect of over 60% in size
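Huh7 reporter line, Rab9 promoter upstream of luciferase. Compound exposure 24 h at 37 °C in reduced-serum medium with 10% FBS. Read-out: luminescence.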
Giardia kill = Small Molecules that selectively kill Giardia lamblia: qHTS; Giardia lamblia trophozoite viability; activity change, % at 7.66 µM, hits read low; hit rate 0.15% among 340,000; in the data active = activity change below about -80%; inconclusive = between about -30% and that limit;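 note: parasites exposed to compound for two days anaerobically before the ATP read; % is set by controls: 0 for no effect and ±100 for the full control effect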
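Anaerobic 48 hrs incubation at 37 deg C of 100 trophozoites/well with test compounds; ATPLite 1-Step luminescence, 15-30 min RT, reports cellular ATP as viability.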
Menin-MLL TR inh = qHTS Assay for Inhibitors Targeting the Menin-MLL Interaction in MLL Related Leukemias: Competition With Texas Red Labeled MLL-derived Mutant Peptide. AID 1768, 2009. Potency, µM (highest dose often 61.6 µM), for the others: at the highest dose FP activity change, negative = inhibition, most hits filed as inhibitors. Menin + Texas Red MLL mutant peptide, fluorescence polarization. hit rate 0.23% among 270,000. O00255; active = well fitted inhibition curve with a large enough effect in the polarisation, with a control signal flat, not every such curve was filed as active; inconclusive = small, poorly fitted or top-dose-only effect, or effect the other way, or a change in a side signal; inactive = no such curve, though single readings can be large or run the other way; the % refers to the polarisation; note: potency is the fitted concentration of half-maximal effect; % of control where 0% means no effect; many of its hits are not listed in these tables
Target sequence (O00255 whole entry, looked up): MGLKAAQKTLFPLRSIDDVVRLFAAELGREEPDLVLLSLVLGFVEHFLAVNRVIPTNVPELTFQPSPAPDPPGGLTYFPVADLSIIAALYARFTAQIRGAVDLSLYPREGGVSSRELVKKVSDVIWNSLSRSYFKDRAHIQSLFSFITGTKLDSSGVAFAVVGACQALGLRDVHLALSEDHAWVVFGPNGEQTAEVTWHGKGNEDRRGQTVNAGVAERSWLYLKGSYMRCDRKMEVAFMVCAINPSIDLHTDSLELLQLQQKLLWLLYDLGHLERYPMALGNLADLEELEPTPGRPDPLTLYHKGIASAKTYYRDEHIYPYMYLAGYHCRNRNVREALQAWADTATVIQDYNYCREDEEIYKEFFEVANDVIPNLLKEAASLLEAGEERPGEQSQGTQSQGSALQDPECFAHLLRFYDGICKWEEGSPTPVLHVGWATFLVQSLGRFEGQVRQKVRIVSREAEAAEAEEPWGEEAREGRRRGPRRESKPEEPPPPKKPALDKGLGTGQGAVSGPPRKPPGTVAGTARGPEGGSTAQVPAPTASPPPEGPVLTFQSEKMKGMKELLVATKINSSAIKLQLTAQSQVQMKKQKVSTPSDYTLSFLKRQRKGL
ELG1 genotoxic = qHTS screen for small molecules that induce genotoxicity in human embryonic kidney (HEK293T) cells expressing luciferase-tagged ELG1. hit rate 1.3% among 330,000. HEK293T ELG1-luciferase reporter, luminescence, 16 h. Potency, µM (highest dose often 46 µM), for inactives: at the top dose activity change, positive = activation, most hits filed as activators; note: potency is the fitted concentration of half-maximal effect; % of control where 0% means no effect; nearly all actives have a fitted effect of over 60% in size
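Reporter readout depends on ELG1 protein level, which increases with genetic stress. After 16 hr compound exposure at 37 °C, luciferase activity was quantified using ONE-Glo.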
PKM2 act = qHTS Assay for Activators of Human Muscle isoform 2 Pyruvate Kinase; Pyruvate kinase PKM (Homo sapiens), P14618; purified PKM2, Kinase-Glo ATP luminescence, activation; response scale: 0% is enzyme alone, no compound; Potency, µM (top dose mostly 57.5 µM), without a hit: top-dose activation, hits mostly activators; hit rate 0.34% among 260,000; AID 1631, 2009; note: potency is the fitted concentration of half-maximal effect; % is set by controls: 0 for no effect and ±100 for the full control effect; nearly all actives have a fitted effect of over 55% in size
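hPK-M2, >95% pure; 0.1 mM ADP / 0.5 mM PEP final; imidazole pH7.2 buffer w/ 7 mM MgCl2, 50 mM KCl; 1 h RT; Kinase-Glo lum. Intermediate enzyme activity for dual inhibitor/activator qHTS.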
BRCA1 expr act = qHTS Assay to Identify Small Molecule Activators of BRCA1 Expression; MCF7-BRCA1-FFLuc reporter, luminescence, 48 h; response scale: scaled: vehicle 0%, 10 µM genistein 100%; Potency, µM (series often up to 46.1 µM), for inactives: at the top dose activation, actives largely listed as activators; hit rate 1.1% among 380,000; AID 624202, 2012; note: potency is the fitted concentration of half-maximal effect; nearly all actives have a fitted effect of over 80% in size; some results filed as inactive show a strong effect at the top dose
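Cells: MCF7-BRCA1-FFLuc, 2000/well. Exposure: 48 h, 37 °C, 5% CO2. Read: luminescence, 15 min post-substrate. Controls: genistein 10 microM (maximal activation), DMSO (neutral).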
Gal4-VP16 FLuc = VP16 counterscreen qHTS for inhibitors of ROR gamma transcriptional activity | Potency, µM (series often up to 53.6 µM), inactives show at the top dose activity, negative = inhibition, most hits filed as inhibitors | Drosophila S2 Gal4-VP16 UAS-luciferase, luminescence, 20 h | hit rate 3.5% among 310,000 | AID 2546, 2010;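 note: Gal4-VP16 expression switched on by copper sulfate through the metallothionein promoter; potency is the fitted concentration of half-maximal effect; % is set by controls: 0 for no effect and ±100 for the full control effect; nearly all actives have a fitted effect of over 50% in size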
RORg inh = qHTS for inhibitors of ROR gamma transcriptional activity. Potency, µM (top dose mostly 53.6 µM), without a hit: at the highest dose activity change, negative = inhibition, usual class: inhibitors. Nuclear receptor ROR-gamma (Mus musculus), P51450. AID 2551, 2010. hit rate 5.4% among 310,000. Drosophila S2 Gal4-RORgamma UAS-luciferase reporter, 20 h; note: potency is the fitted concentration of half-maximal effect; % is set by controls: 0 for no effect and ±100 for the full control effect; nearly all actives have a fitted effect of over 60% in size
Target sequence (P51450 whole entry, looked up, the tested form may be a part): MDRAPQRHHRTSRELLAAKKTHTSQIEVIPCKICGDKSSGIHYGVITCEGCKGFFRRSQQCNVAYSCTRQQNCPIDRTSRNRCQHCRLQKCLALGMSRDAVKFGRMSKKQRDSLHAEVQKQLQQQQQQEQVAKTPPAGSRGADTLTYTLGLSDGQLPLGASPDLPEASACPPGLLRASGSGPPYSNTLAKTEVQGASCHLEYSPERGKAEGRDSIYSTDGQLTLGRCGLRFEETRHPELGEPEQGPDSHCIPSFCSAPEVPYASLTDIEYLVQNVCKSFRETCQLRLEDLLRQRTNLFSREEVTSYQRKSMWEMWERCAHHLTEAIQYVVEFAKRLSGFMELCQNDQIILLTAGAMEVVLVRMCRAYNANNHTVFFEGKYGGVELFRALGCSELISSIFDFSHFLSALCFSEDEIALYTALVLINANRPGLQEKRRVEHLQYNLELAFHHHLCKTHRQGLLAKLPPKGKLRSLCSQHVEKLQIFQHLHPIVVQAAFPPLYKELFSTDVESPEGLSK
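Using a luciferase readout, inhibitors were identified by reduced reporter activity in Drosophila cells coexpressing a copper-inducible Gal4–ROR gamma fusion and UAS-driven Photinus luciferase, incubated 20 hr after 700 uM copper sulfate.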
Numbers without * were called inactive; ? = inconclusive; . = not tested or not shown; & = joins results of further samples; [ ] = remark or other dose. Unless noted, calls come from the whole dose curve; as a rule, active = well fitted curve in the direction sought with a large enough effect; inconclusive = small, poorly fitted or top-dose-only effect, or another doubt; inactive = no such curve, though single readings can be large; an effect the other way counts as inactive or inconclusive.

SMILES | p53 reactivator | FLuc modulator | NPC1 prom act | Rab9 promoter act | Giardia kill | Menin-MLL TR inh | ELG1 genotoxic | PKM2 act | BRCA1 expr act | Gal4-VP16 FLuc | RORg inh
CCOc1ccccc1/C=N/NC(=O)c1cc(C(C)C)[nH]n1 | 2% | ? | 3% | 0% | 35[activator] | 10% | 4% | . | -14% | 13% | 0%
COc1ccc(-n2nc(C(=O)NCC(=O)N3CCC(C)CC3)c3ccccc3c2=O)c(OC)c1 | ? | 1.5µM* | ? | ? | -25 | -22% | ? | 1% | ? | -26% | ?
c1ccc(CC2CCN(c3nnnn3-c3ccccc3)CC2)cc1 | 3% | 5% | 1% | 0% | 9 | -21% | 12% | -2% | -49% | 2%[0.365 µM] | 28%
Cc1ccc(-c2cccc(CN3CCN(C4CCN(C(C)C)CC4)C(CCO)C3)c2)o1 (configuration not stated) | -1% | 0% | 3% | -15% | 1 | ? | 0% | 29% | -19% | -10% | -3%
CCc1cccc(C)c1NC(=O)COC(=O)C(NS(=O)(=O)c1ccc(Cl)cc1)C(C)O (configuration not stated) | 4% | -1% | -3% | 3% | 14 | 0% | -2% | -2% | 0% | -2% | 24%
CN1CCN(C(=O)c2ccc3c(=O)n4c(nc3c2)CCCCC4)CC1 | 0% | 1% | 1% | 8% | 26 | -1% | 2% | -5% | -3% | -5% | -15%
CCC(C)NC(=O)c1cn(-c2cccc(C)n2)cn1 (configuration not stated) | 14% | ? | 15% | 29% | -21 | 21% | ? | -5% | ? | -3% | 3%
CC(C)CNC(=O)c1ccc(C2SCC(=O)N2Cc2ccccc2)cc1 (configuration not stated) | 0% | 0% | -4% | -5% | 4 | 13% | -5% | -7% | -8% | 5% | 5%
CC1N/C(=C\C(=O)c2ccccc2)N(O)C1(C)C (configuration not stated) | 7% | 8.5µM* | 2.2µM* | 1.4µM* | 1 | 3% | 8.2µM* | 6% | 96% | 9% | 12%
COc1ccccc1COc1ccc2c(C)c(CCC(=O)O)c(=O)oc2c1C | -6% | 24µM* | -1% | 3% | -8 | -30% | 5% | . | -10% | ? | 7.9µM*
O=S(=O)(Nc1ccc(Cl)cn1)c1ccc(Cl)cc1 | 6% | -5% | 0% | -7% | -24 | 18% | 0% | 4% | -17% | -10% | 2%
COc1ccc(C2C(C(N)=O)=C(C)Nc3nc(-c4ccccc4)nn32)cc1OC (configuration not stated) | 0% | 0% | 1% | 8% | -9 | -15% | ? | 0% | 1% | 8% | -17%
COc1ccc2[nH]c(C(=O)O)c(NC(=O)c3cc(OC)c(OC)c(OC)c3)c2c1 | 3% | ? | -1% | -3% | 1 | ? | 1% | . | 7% | 3% | 8%
COc1cc(OC)cc(C(=O)NNC(=O)CCNS(=O)(=O)c2ccc(C)c(C)c2)c1 | 4% | -3% | -6% | 0% | -7 | . | 1% | . | -13% | . | .
COc1cccc2cc(C(=O)N3CCc4ccccc43)c(=O)oc12 | 4% | -2% | -4% | -3% | 0 | . | ? | 0% | -5% | 16% | -4%
COc1cc(CNC2CCCC2)c(Br)cc1OCc1ccccc1 | -2% | 0% | -3% | -11% | 13 | ? | 10% | 2% | -33% | -13% | -25%
COC(=O)c1c(-c2ccc(C)cc2)csc1NC(=O)C1CC=CCC1C(=O)O (configuration not stated) | ? | ? | 16% | 21% | 12 | -6% | 10% | -1% | 11µM* | 17% | ?
O=S(=O)(Nc1ccc(Cl)cn1)c1cnc(Cl)c(Br)c1 | 1% | 2% | -2% | 2% | -26 | . | -6% | 2% | -49% | -15% | 38%
Cn1c(/C=C/N(Cc2ccccc2)c2ccccc2)c([N+](=O)[O-])c(=O)n(C)c1=O | -1% | -2% | 2% | 1% | 8 | 3% | -2% | -2% | -11% | 13% | 14%
O=C(NC1CCCCC1)C1CCN(c2ncccn2)CC1 | 3% | -2% | -3% | 0% | 1 | 18% | -3% | 0% | -10% | 1% | -21%
NC(=O)c1ccc(NC(=O)CSc2nnc(-c3ccccn3)n2N)cc1 | 0% | -2% | -4% | -3% | -16 | -18% | 10% | 0% | -2% | 7% | 11%
CN(C)S(=O)(=O)c1cccc(-c2nn(-c3ccccc3)cc2/C=C2\SC(=S)N(CC(=O)O)C2=O)c1 | 6% | ? | -1% | 2% | -17 | . | 7% | ? | -34% | -1% | 10%
Cc1ccc(NC(=O)COS(=O)c2ccc(C)cc2)cc1 (configuration not stated) | 2% | -1% | -2% | 2% | 7 | -24% | 2% | -2% | -14% | -6% | 7%
O=C(NCCc1nnc2ccc(NCc3ccc(Cl)cc3)nn12)c1ccccc1 | -3% | 2% | 2% | -2% | 15 | 1% | 3% | 2% | 0% | -2% | 2%
Cc1ccc(C)c(NC(=O)C2COc3ccccc3O2)c1 (configuration not stated) | . | -18% | 12% | 21% | -3 | -8% | 10% | -6% | 59% | 19% | 30%
New compounds follow:
SMILES | p53 reactivator | FLuc modulator | NPC1 prom act | Rab9 promoter act | Giardia kill | Menin-MLL TR inh | ELG1 genotoxic | PKM2 act | BRCA1 expr act | Gal4-VP16 FLuc | RORg inh
Cc1cccc(C(=O)O/N=C/c2ccc(Br)cc2)c1 | 2% | 3.4µM* | -2% | -3% | -3 | 8% | ? | -9% | -3% | 3% | -20%
Cc1ccc(S(=O)(=O)N2CC(O)CC2C(=O)NCc2ccc3c(c2)OCO3)cc1 (configuration not stated) | 0% | 0% | -2% | -7% | 7 | ? | 0% | -4% | -5% | 3% | 10%
CSc1ccc(C(=O)C2CCCN(S(=O)(=O)N(C)C)C2)cc1 (configuration not stated) | 1% | -6% | -1% | -4% | 16 | -1% | -5% | 0% | -5% | -1% | 29%
CC(C)(C)C1CCC(=NNC(=O)c2cc3c(s2)CCCC3)CC1 (configuration not stated) | 0% | -2% | -5% | -1% | -20 | -3% | -1% | -6% | -10% | -8% | -30%
C[C@H](NC(=O)c1ccco1)C(=O)NC1CCCCCC1 | 14% | -9% | -3% | -4% | -13 | . | 4% | . | 1% | . | .
CCN(c1ccc(Cl)cc1)S(=O)(=O)c1nnc(NC(=O)C(C)C)s1 | 9% | 5%&3% | -7% | -12% | -3 | 21% | 5% | . | -6% | 3% | -15%
COc1ccc(NC2C=CS(=O)(=O)C2)c(OC)c1 (configuration not stated) | -4% | -2% | -2% | 1% | 16 | ? | -5% | 7% | -3% | 6% | -10%
Cc1cc([N+](=O)[O-])ccc1NC(=O)CCC(=O)N1CCCCC1 | 28% | 0% | -5% | 12% | -5 | 4% | -2% | 4% | 3% | 3% | -4%
C=C(C)CSc1nc2sc3c(c2c(=O)n1-c1ccccc1)CCN(C)C3 | -6% | 2% | -9% | 1% | -7 | ? | -12% | . | 5% | 6% | -1%
CC(=O)c1ccc(NC(=S)NC(NC(=O)c2ccco2)C(Cl)(Cl)Cl)cc1 (configuration not stated) | -2% | -13% | 6% | 15% | 7 | ? | 5% | 4% | -15% | 15% | -38%
O=C(CN(Cc1ccco1)C(=O)c1ccccc1F)Nc1ccccc1C(F)(F)F | -6% | 2% | -1% | -1% | 8 | . | 1% | . | -3% | . | .
Cc1ccc(C(=O)NC(Cc2c[nH]c3ccccc23)C(=O)O)cc1 (configuration not stated) | -5% | ? | 3% | 1% | -1 | . | 0% | -5% | -1% | 16% | 38%
Nc1ccc(C(=O)Nc2ccc(OC(F)(F)C(F)F)c(NC(=O)c3ccc(N)cc3)c2)cc1 | -9% | 21µM* | 9% | 2% | 2 | ? | -4% | 1% | -15% | -3% | ?
COC(C(=O)Nc1ccnn1C1CCN(Cc2cccc(C)n2)CC1)c1ccccc1 (configuration not stated) | 5% | 3% | -1% | 0% | 31[activator] | 9% | 2% | . | 2% | 2% | -17%
CC(C)C(c1nnnn1C(C)(C)C)N1CCN(Cc2cccnc2)CC1 (configuration not stated) | 0% | -3% | -5% | -11% | -10 | 0% | 0% | -1% | 4% | 8% | -27%

Screens deposited in PubChem BioAssay by National Center for Advancing Translational Sciences (NCATS).

A portion of the library; count on the stated rates, not on these rows.
